# PLAP activator: PLAP enzyme activators, biochemical, luminescence, HTS. activation fold at 20 µM. Alkaline phosphatase, placental type (Homo sapiens), P05187. 96,000 tested, 1.2% active. purified PLAP enzyme, luminescent substrate read-out; active compounds read high; in the data active means activation fold above about 2
# S1P2 ag: S1P2 receptor agonists, primary screen, cell-based; S1P2-expressing cell line, agonist reporter read-out; activation, % at 4.5 µM; 97,000 tested, 0.46% active; in the data active means activation above about 16%;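 further: 0% = vehicle low control and 100% = maximal reference agonist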
# Rev-RRE block: HIV-1 Rev-RRE binding inhibitors, primary screen, biochemical, FRET, protein-RNA interaction. inhibition, % at 8 µM. AID 704, 2007. P05866. Rev peptide-RRE RNA binding. 97,000 tested, 0.79% active;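 active means inhibition above the screen-wide mean plus 3 SD, cut at about 35% in these data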;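 further: 0% = median DMSO wells and 100% = median Neomycin B control wells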
# Target sequence (P05866 whole entry, looked up): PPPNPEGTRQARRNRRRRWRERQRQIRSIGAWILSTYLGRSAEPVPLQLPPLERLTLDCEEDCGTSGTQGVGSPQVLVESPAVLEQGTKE
#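 Assay system: labelled RRE RNA duplex and labelled Rev peptide / Medium: HEPES pH 7.5 salt buffer with EDTA / Reagent: labelled Rev peptide / Schedule: 5 + 15 min at 25 °C / Signal: FRET, excitation 480 nm, emission 540 nm donor and 671 nm acceptor / Benchmarks: DMSO and neomycin B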
# S1P2 antag: human S1P2 receptor antagonists, primary screen, cell-based | Sphingosine 1-phosphate receptor 2 (Homo sapiens), O95136 | cell-based S1P2 antagonist assay, inhibition at 5 uM | inhibition, % at 5 µM | 97,000 tested, 0.21% active; in the data active means inhibition above about 45%;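 further: CRE beta-lactamase reporter cells expressing human S1P2 stimulated with S1P; 0% = agonist at EC80 alone and 100% = agonist plus reference antagonist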
# EphB4 ephrin blk: EphB4-ephrin-B2 interaction antagonists, primary screen, biochemical, TNYL-RAW peptide probe, fluorescence polarization; EphB4 LBD / TNYL-RAW-Alexa532 peptide; inhibition, % at 7 µM; 97,000 tested, 0.15% active; AID 720, 2007;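 active means inhibition above the screen-wide mean inhibition plus 3 SD, cut at about 15% in these data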;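 further: 0% = DMSO wells and 100% = excess unlabeled TNYL-RAW peptide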
# MT1-MMP txn act: MT1-MMP promoter reporter activation – cell-based, luciferase luminescence, primary screen. HT1080 MT1-MMP promoter luciferase reporter, overnight; active compounds read high. activation factor at 10 µM. 86,000 tested, 0.16% active. AID 750, 2007;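 active means activation factor of at least 2 for MT1-MMP transcription at 10 µM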
# PLK1 PBD inh: Plk1 polo box domain binding inhibitors, primary screen, biochemical, fluorescence polarization | Serine/threonine-protein kinase PLK1 (Homo sapiens), P53350 | Plk1 PBD phosphopeptide binding | 97,000 tested, 0.13% active | inhibition, %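 (tested at about 20 µM)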; in the data active means inhibition above about 34%, passing the limit was not always enough
# Target sequence (P53350 whole entry, looked up, the tested form may be a part): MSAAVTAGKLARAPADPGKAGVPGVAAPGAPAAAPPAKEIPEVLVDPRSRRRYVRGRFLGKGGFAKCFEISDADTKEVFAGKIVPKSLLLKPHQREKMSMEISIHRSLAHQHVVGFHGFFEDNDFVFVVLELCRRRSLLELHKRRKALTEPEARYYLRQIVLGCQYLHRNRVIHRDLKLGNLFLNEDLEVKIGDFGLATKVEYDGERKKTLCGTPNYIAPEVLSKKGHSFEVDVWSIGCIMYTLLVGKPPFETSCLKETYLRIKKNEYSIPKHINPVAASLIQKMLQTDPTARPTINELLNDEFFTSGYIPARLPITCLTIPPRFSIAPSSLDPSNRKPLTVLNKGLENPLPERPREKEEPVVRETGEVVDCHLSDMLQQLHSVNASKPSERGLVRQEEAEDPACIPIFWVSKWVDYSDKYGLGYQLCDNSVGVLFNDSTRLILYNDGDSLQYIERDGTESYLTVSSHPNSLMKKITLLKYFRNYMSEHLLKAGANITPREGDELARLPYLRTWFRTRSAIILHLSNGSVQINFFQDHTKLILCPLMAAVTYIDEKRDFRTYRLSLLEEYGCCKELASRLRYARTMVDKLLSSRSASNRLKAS
# FAK blocker: FAK kinase inhibitors, primary screen, biochemical | biochemical FAK kinase activity assay | 97,000 tested, 0.84% active | Focal adhesion kinase 1 (Homo sapiens), Q05397 | inhibition, %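 (tested at 7 µM)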; in the data active means inhibition above about 19%;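 further: 0% = DMSO and 100% = reference compound high control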
# PLK1 kinase inh: human PLK1 kinase inhibitors, primary screen, biochemical, TR-FRET; 97,000 tested, 0.53% active; recombinant PLK1 kinase, TR-FRET peptide phosphorylation; inhibition, % at 10 µM;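 active means inhibition of 50% or more in the single-concentration screen; inactive means inhibition below 50%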;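 further: 0% = DMSO max control and 100% = H-89 dihydrochloride min control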
# Numbers without * were called inactive; nt = not tested or not shown.
SMILES,PLAP activator,S1P2 ag,Rev-RRE block,S1P2 antag,EphB4 ephrin blk,MT1-MMP txn act,PLK1 PBD inh,FAK blocker,PLK1 kinase inh
CCCN1CCC(NC(=O)Nc2ccc(OC)c(OC)c2)CC1,0.9,35*,7,-2,4,1.1,19,-1,-5
CC1CN(C(=O)CSc2nc(-c3ccccc3)cs2)CC(C)O1 (stereo unspecified),1.1,-4,2,-32,2,nt,-3,-2,9
CC1(C)Cc2c(sc(NC(=O)c3ccco3)c2C(=O)O)CO1,1.1,0,3,-2,0,1.3,12,-2,-8
Cn1c(=O)oc2cc(S(=O)(=O)N3CCCC(C(=O)Nc4ccccn4)C3)ccc21 (stereo unspecified),0.8,-5,3,-2,2,nt,-8,-2,-8
CCOC(=O)C1CCN(Cc2coc3c(Cl)cc(Cl)cc3c2=O)CC1,1.2,-2,3,-8,2,1,3,-4,-13
C/C(=N\NC(=O)c1nn(C)cc1Br)c1cccc(NC(=O)C2CCCC2)c1,1,-2,0,-5,-12,nt,13,-3,-7
CS(=O)(=O)N(Cc1ccccc1)c1ccc(C(=O)NCC2CCCO2)cc1 (stereo unspecified),1.3,-2,-7,-2,7,1.1,8,-1,4
CCOC(=O)c1ccc(N2C(=O)CC(N3CC(C)OC(C)C3)C2=O)cc1 (stereo unspecified),1.3,-2,-4,-5,-4,1.2,4,0,-4
CCN(CC)CCn1c2ccccc2c2cnc(N=CN(C)C)c(C#N)c21,1.5,-7,12,-13,15,1,-11,0,0
O=C(O)CC1S/C(=N/N=C/c2ccc(-c3ccc(Cl)cc3[N+](=O)[O-])o2)NC1=O (stereo unspecified),1.2,2,6,-1,2,1,-15,1,16
Cc1ccc(C)c(NC(=O)Cn2nnc(C(=O)NCc3cccs3)c2N)c1,0.8,-3,10,2,-2,nt,-3,0,-6
Clc1ccc(CSc2nnc(/C=C/c3ccccc3)o2)c(Cl)c1,0.8,-2,5,0,-6,nt,-10,2,-16
CC1CC(C)CN(C(=O)c2cc3c(s2)CCC3)C1 (stereo unspecified),0.8,-6,-1,-10,9,nt,7,-2,-15
O=C(CSc1nccn1Cc1ccccc1)NCc1ccccc1,1,-2,6,-5,4,1.3,1,0,-11
Cc1ccc(/C=c2/sc3n(c2=O)CCCN=3)o1,nt,-5,14,-26,-8,1.7,21,0,-10
CN(C(=O)CSc1nnc(N)s1)c1c(N)n(Cc2ccccc2)c(=O)[nH]c1=O,1.1,-6,8,-10,-4,nt,1,0,-1
COc1cc(NC(=O)C2CCCCC2)c(OC)cc1NC(=O)CN1CCCCC1,1.4,-4,5,-1,-4,1.2,4,-1,-9
CCn1c(COc2ccc(=O)n(-c3ccccc3)n2)nnc1SCc1ccc(OC)cc1,1.3,-2,5,19,-1,nt,-11,1,-13
O=C(COc1ccc(Cl)cc1Cl)NCc1ccco1,0.9,-5,-4,13,-7,1.4,-7,0,3
Cc1csc2nc(CNS(=O)(=O)c3ccc4c(c3)OCCO4)cn12,0.9,-10,4,6,-1,1.1,-6,3,-22
COc1cc(C2Nc3cc(Cl)c(S(N)(=O)=O)cc3S(=O)(=O)N2)cc(OC)c1OC (stereo unspecified),0.5,-2,7,9,-1,1.1,13,2,-9
O=C(NCc1ccco1)/C(=C/c1cccnc1)NC(=O)c1cccc(Br)c1,1,-2,1,30,1,nt,-11,-3,-16
COC(=O)c1cc(OC)c(OC)cc1NC(=O)Nc1ccccc1OC,0.8,-7,-1,5,2,1.1,25,-1,-7
O=C(CNC(=O)c1cccs1)NCC(=O)OCc1c(Cl)cccc1Cl,0.9,-9,6,7,2,nt,-23,4,-11
CC(NC(=O)c1ccc(N(C)C)cc1)C(c1cccs1)N1CCN(C)CC1 (stereo unspecified),1.4,-4,2,1,-1,1,27,1,-7
# (more compounds)
SMILES,PLAP activator,S1P2 ag,Rev-RRE block,S1P2 antag,EphB4 ephrin blk,MT1-MMP txn act,PLK1 PBD inh,FAK blocker,PLK1 kinase inh
CCCn1c2c(c(O)c(C(=O)Nc3nc(C)cs3)c1=O)CCCC2,1.2,-7,7,1,4,1.2,-5,0,-8
O=C(CCc1ccccc1)c1ccc2c(c1)OCCCO2,1,-4,2,-6,-6,1.6,12,1,-6
Cc1cc2c(s1)CCCCC(=O)N2,1.1,-3,5,0,-11,1,-15,0,-3
O=C1CSC(c2ccccc2)N1c1nnc(C23CC4CC(CC(C4)C2)C3)s1 (stereo unspecified),1.1,-7,8,9,-1,nt,-5,0,-6
Nc1cc(=O)[nH]c(=S)n1-c1ccccc1,0.9,3,12,-11,-6,nt,-13,3,-11
Nc1nc(CN2CCc3ccccc3C2)nc(Nc2ccccc2)n1,1.5,-4,3,-14,0,1.2,-1,4,-6
CCCCn1c(=N)n(CC(=O)C(C)(C)C)c2ccccc21,0.9,-3,5,6,4,1.2,-8,-4,-7
CCOC(=O)c1sc(NC(=O)c2ccco2)nc1-c1ccccc1,1.2,-2,9,23,11,1.1,-18,-10,-86
O=C(Nc1ccc(Cl)cc1)N(Cc1nnc2n1CCCCC2)c1ccccc1,1.6,-4,0,0,7,1.1,13,7,-4
Cn1c(C(=O)NCCCN2CCc3ccccc3C2)cc2c(=O)n(C)c3ccccc3c21,1.6,-3,4,-2,-6,nt,4,14,-13
c1ccc(-c2noc(-c3ccccc3-c3ccccc3)n2)cc1,0.9,-2,17,0,-2,0.9,8,-2,1
CCn1c(CNC(=O)c2cccs2)nnc1SCC(=O)Nc1ccc(Cl)cc1,nt,-6,3,-33,5,1.2,-17,-1,-11
O=C(COc1cccc2cccnc12)N/N=C1\SCC(=O)N1Cc1ccco1,nt,-6,-2,5,-4,1.4,-6,1,-1
CC(=O)OCCNC(=O)c1cc2ccccc2oc1=O,1,0,5,-26,-7,1.1,15,4,-13
Cc1cc(C)nc(NC(=O)C(C)N2C(=O)c3ccccc3C2=O)n1 (stereo unspecified),1.2,-5,6,9,3,1,-29,0,-11
CCn1cc([N+](=O)[O-])c(C(=O)N2N=C3/C(=C/c4cccs4)CCCC3C2c2cccs2)n1 (stereo unspecified),nt,-4,-3,0,-3,1,-3,4,16
NC(=O)NOCc1ncc(C(F)(F)F)cc1Cl,1,-2,6,20,4,nt,39,2,-8
CC1C(=O)CC(c2ccccc2)N(C)C1c1ccccc1 (stereo unspecified),1,nt,nt,nt,nt,1.1,3,nt,-12
CC(C)N(CCNS(=O)(=O)c1ccc(Cl)cc1)C(C)C,0.9,-1,11,1,5,nt,-12,-2,-12
CS(=O)(=O)c1ccc(-c2nn[nH]n2)cc1,0.8,-7,4,8,-4,1.3,8,-6,-7
Cc1ccc2c3c1C1(C(=O)N3C(C)(C)CC2C)C(C#N)=C(N)Oc2cc(O)ccc21 (stereo unspecified),0.9,1,9,-23,-6,1.1,-20,1,-2
CC1(C)CC2(CCCN3C(=O)CSC32)CCS1 (stereo unspecified),1.2,-3,9,21,5,1.1,-23,0,-3
CN(CCOC(=O)c1cccc(Br)c1)C(C)(C)C,1.3,-5,9,-7,1,1.1,-2,-1,-12
O=C(NCc1ccco1)c1ccc(N2CCCC2=O)cc1,1,-4,4,4,-8,1.3,-3,1,-1
COc1ccccc1C(=O)Nc1cccc(-c2cn3ccsc3n2)c1,1.1,-2,4,-12,0,1.1,-18,3,-8
# Remaining list, next part.
SMILES,PLAP activator,S1P2 ag,Rev-RRE block,S1P2 antag,EphB4 ephrin blk,MT1-MMP txn act,PLK1 PBD inh,FAK blocker,PLK1 kinase inh
CCCNC(=O)C1CCN(S(=O)(=O)c2ccc(-c3nn[nH]n3)cc2)CC1,1.1,-2,-7,-13,-2,nt,4,-1,-8
O=C(Nc1ccccc1)N1CCC(C(=O)N2CCN(S(=O)(=O)c3cccc(F)c3)CC2)CC1,1.4,-4,14,8,1,0.8,-6,-3,-10
COc1ccccc1CNC(=O)C1COc2ccccc2O1 (stereo unspecified),0.8,-4,2,1,1,1.3,-13,0,-6
COc1ccc2oc3ccc(OC)cc3c(=O)c2c1,0.9,-1,1,0,0,nt,-7,2,-7
CC(C)C(=O)c1cn(CC(=O)N2CCCc3ccccc32)c2ccccc12,1.4,-6,13,3,5,1.1,10,0,-12
O=C(/C=C/c1ccccc1)NC(=S)NNC(=O)c1ccco1,nt,-3,3,7,10,1,-3,1,-6
O=C(Nc1ccn(Cc2ccccc2F)n1)c1ccc(COc2ccc(Cl)cc2Cl)o1,1,-6,13,7,-2,nt,-20,8,-4
CCCCC(=O)N/N=C/c1ccc(Sc2cccc3cccnc23)o1,0.8,0,15,1,10,1.2,-26,-1,-4
C(=N\n1cnnc1)/c1cccn1-c1ccccc1,0.9,-4,1,-20,2,1.2,10,-4,-3
CCC(C)(C)n1nnnc1C(c1cccnc1)N1CCCc2ccccc21 (stereo unspecified),1.2,-6,2,-18,-7,nt,-21,5,-7
Cc1cc(Nc2cc(C(=O)O)ccc2C)n2ncnc2n1,1,-5,10,14,2,1,7,1,-4
CCC(C)(C)n1nnnc1C(c1cc2ccc(OC)cc2[nH]c1=O)N1CCCCC1 (stereo unspecified),1.5,0,11,-8,-3,nt,-20,3,1
CN(C)CCNC(=O)c1cc2c(s1)-c1ccccc1OC2,1,-1,3,27,10,nt,8,0,-15
O=C1CN(C(=O)COC(=O)c2oc3ccccc3c2COc2ccccc2)c2ccccc2N1,1.1,-6,9,-2,-3,nt,6,-3,-13
COC(=O)C1C(c2ccccc2)C(C(=O)OCc2ccco2)C1c1ccccc1 (stereo unspecified),nt,2,12,-20,3,1.1,-15,-1,-5
Cc1ccc(C(=O)CSc2nnc(CNc3ccc(C)cc3C)o2)cc1,1,-4,2,-11,9,1.1,-6,-2,-20
CS(=O)(=O)N1CCC(C(=O)NCc2ccncc2)CC1,0.8,-7,4,3,-1,1.1,12,3,0
O=C(Cn1c(NCCO)nc2ccccc21)c1ccc(Cl)cc1,1,-9,1,15,1,1,2,9,-6
CS(=O)(=O)N1CCCC(C(=O)NCc2ccccc2Cl)C1 (stereo unspecified),0.9,-10,1,18,-5,1.2,-2,6,-10
O=C(N/N=C/c1ccc(N2CCOCC2)o1)c1cccc(F)c1,nt,0,9,4,3,1.4,6,-2,-9
O=C(Nc1ccccc1C(=O)NCC1CCCO1)c1ccccc1 (stereo unspecified),1,-2,-1,15,-10,nt,-4,0,-12
COC(=O)Nc1nnc(Cc2ccc(OC)cc2)s1,1.1,0,2,-19,-7,1.2,-9,1,-10
CCC(CC)c1nnc(NC(=O)CS(=O)(=O)Cc2ccccc2)s1,nt,-5,3,8,3,1.1,1,-2,-7
O=C(NCc1cccs1)C1CCCN1C(=O)Nc1ccccc1 (stereo unspecified),0.8,-2,9,6,5,1,-14,4,-2
CCC1(C(=O)OC)NC(c2ccccc2OC)C2C(=O)N(C)C(=O)C21 (stereo unspecified),1,-6,9,14,3,1,-15,2,-8
